Compound activity from PubChem BioAssay.
HCV core dimer – HCV core protein dimerization inhibition; AID 1899; TR-FRET GST/Flag-core106 dimerization, 1536-well; actives 0.33% (n = 300,000); inhibition, % at 5 µM;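 active means inhibition above the mean of all tested compounds plus 3 SD, set per screening campaign, cut at about 45% in these data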
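Material: Tagged HCV core106 pair (GST and Flag) | Amount: GST-core106 13.5 nM, Flag-core106 17 nM | Medium: KF-containing HEPES buffer, pH 7.45, DTT, CHAPS, BSA | Reagent: Eu donor and XL665 acceptor anti-tag antibodies | Schedule: 4 h at 22.5 °C | Technique: Time-resolved FRET, ex 340 nm, em 617 and 671 nm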
TPT1 inhibitor – inhibitors of Candida albicans tRNA 2'-phosphotransferase TPT1; recombinant caTPT1, FP RNA substrate dephosphorylation; inhibition, % at 5 µM; actives 0.81% (n = 300,000); AID 1962;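 active means inhibition above the mean of all tested compounds plus 3 SD, set per screening campaign, cut at about 24% in these data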;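 further: plate controls were DMSO alone for no effect and ferristatin control at 100 nM for full effect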
Efflux pump inh – blocks antifungal efflux pumps in multiplex yeast assay; inhibition, % at 10 µM; S. cerevisiae Candida pump triplex, Nile Red efflux; actives 0.44% (n = 330,000);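 active means plate passing quality check with inhibition over a set limit, or well fluorescence over plate mean plus 4 SD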;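 further: Nile Red retained in pooled yeast measured as flow cytometry median fluorescence; 0% = buffer negative control and 100% = Enniatin B positive control; higher means more Nile Red kept so more efflux inhibition; some compounds called inactive have numbers as strong as hits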
PP5 inh – blocks human protein phosphatase 5 activity | P53041 | purified PP5c, OMFP substrate fluorescence | inhibition, % at 6.7 µM | actives 0.18% (n = 320,000);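 active means inhibition above the campaign's mean inhibition across all tested compounds plus 3 SD, cut at about 9.5% in these data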;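 further: 0% = DMSO only and 100% = 100 µM cantharidin control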
Target sequence (P53041 whole entry, looked up): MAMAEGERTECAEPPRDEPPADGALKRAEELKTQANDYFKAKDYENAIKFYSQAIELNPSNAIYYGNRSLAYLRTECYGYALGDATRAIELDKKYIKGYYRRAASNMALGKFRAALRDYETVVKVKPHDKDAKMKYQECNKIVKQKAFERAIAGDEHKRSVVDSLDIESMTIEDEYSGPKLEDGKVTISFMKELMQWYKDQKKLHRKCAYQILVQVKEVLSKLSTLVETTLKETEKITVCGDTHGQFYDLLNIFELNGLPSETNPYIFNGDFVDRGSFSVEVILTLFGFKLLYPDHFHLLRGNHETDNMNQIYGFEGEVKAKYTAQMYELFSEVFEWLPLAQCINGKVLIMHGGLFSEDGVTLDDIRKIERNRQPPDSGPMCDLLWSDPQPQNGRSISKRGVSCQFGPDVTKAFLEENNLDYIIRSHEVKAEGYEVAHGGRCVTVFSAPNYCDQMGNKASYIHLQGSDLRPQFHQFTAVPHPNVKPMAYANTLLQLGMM
CTSL1 counter – blocks F. hepatica cathepsin L1 in PFM18AAP counter-screen. recombinant F. hepatica cathepsin L1, Z-Leu-Arg-MCA fluorescence. inhibition, % at 5.96 µM. actives 0.49% (n = 300,000);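 active means inhibition above the mean of all tested compounds plus 3 SD, set per screening campaign, cut at about 17% in these data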;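 further: 0% = plate median of test compound wells and 100% = 1 µM Z-Phe-Ala-diazomethylketone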
PP1 counter – counter-screen for PP5 inhibitors: inhibitors of human PP1-alpha. actives 0.9% (n = 320,000). purified PP1alpha, OMFP fluorescence. inhibition, % at 6.7 µM. AID 2235;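 active means inhibition above the mean inhibition of all tested compounds plus 3 SD, computed separately for each screening campaign, cut at about 15% in these data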
Target sequence (P62136 whole entry, looked up): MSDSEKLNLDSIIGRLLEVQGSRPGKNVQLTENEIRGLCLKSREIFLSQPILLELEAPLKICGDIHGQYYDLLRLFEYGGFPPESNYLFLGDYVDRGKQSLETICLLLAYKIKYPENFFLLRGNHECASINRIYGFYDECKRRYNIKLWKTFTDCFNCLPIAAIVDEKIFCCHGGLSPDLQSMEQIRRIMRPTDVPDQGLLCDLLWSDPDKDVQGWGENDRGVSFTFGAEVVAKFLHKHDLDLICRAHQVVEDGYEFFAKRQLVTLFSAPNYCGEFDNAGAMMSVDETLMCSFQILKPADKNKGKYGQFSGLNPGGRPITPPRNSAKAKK
GASC-1 inh – human JMJD2C demethylase inhibition; inhibition, % at 2.35 µM; actives 0.069% (n = 330,000); Q9H3R0; GST-JMJD2C(1-420) H3K9me3 demethylation, DELFIA europium;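 active means more than half of a compound's replicate wells show inhibition beyond 50%, single wells judged on their own value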;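 further: signal counts dimethyl H3K9 product captured on neutravidin plate; 0% = median of DMSO wells and 100% = 0.3 times that DMSO median; strong numbers were not always called active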
PREPL inhibitor – inhibits the human prolyl oligopeptidase-like enzyme. recombinant PREPL, fluorescence polarization activity-based probe. inhibition, % at 5.96 µM. actives 0.68% (n = 320,000). AID 2751; in the data active means inhibition above about 43%;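 further: 0% = enzyme with DMSO and 100% = wells lacking enzyme; many of its hits are not listed in these tables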
LYPLA2 counter – LYPLA2 (human) inhibition in PME1 counter-screen. AID 2177. recombinant LYPLA2, FP-Rh probe fluorescence polarization. actives 0.38% (n = 320,000). inhibition, % at 5.9 µM;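 active means inhibition above the screen-wide mean plus 3 SD, limit set per campaign, cut at about 26% in these data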;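 further: 0% = LYPLA2 with DMSO and 100% = wells lacking LYPLA2 enzyme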
Target sequence (O95372 whole entry, looked up): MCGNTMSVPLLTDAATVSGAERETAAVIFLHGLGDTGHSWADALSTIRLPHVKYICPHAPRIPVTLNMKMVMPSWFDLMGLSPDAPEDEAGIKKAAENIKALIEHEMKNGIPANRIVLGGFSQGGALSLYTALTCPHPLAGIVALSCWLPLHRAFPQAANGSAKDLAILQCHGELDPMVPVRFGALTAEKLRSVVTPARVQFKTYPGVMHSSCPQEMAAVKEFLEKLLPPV
* hit, by the source's call; x = no result given. Some of the compounds tested; the hit share may differ from the screen's.

Each structure is followed by: HCV core dimer	TPT1 inhibitor	Efflux pump inh	PP5 inh	CTSL1 counter	PP1 counter	GASC-1 inh	PREPL inhibitor	LYPLA2 counter
#1 O=C(Nc1ccc(S(=O)(=O)N2CCCC2)cc1)C1CCCN1C(=O)c1cccs1 (stereo not given)
    6	1	-0.1	-0.5	0	-1	2	6	3
#2 C/C(=N\NC(=O)CN1CCN(Cc2ccccc2)CC1)c1ccncc1
    -2	0	0.1	-0.8	9	-2	21	11	0
#3 Cc1cc(C)nc(-n2ncc3c2CC(c2ccc(F)cc2)CC3=O)n1 (stereo not given)
    -14	2	0.2	1.9	2	3	9	2	5
#4 COC(=O)C1=C(COc2ccc(C=O)cc2OC)NC(=O)NC1c1cc(C)ccc1C (stereo not given)
    9	-3	0.2	0.8	5	4	14	-13	1
#5 COc1ccc(CC(=O)Nc2ccc(C(=O)NC(C)(C)C)cc2)cc1OC
    -2	1	-0.1	0.2	3	-2	-8	-1	2
#6 C=CCn1c(SCC(=O)OCc2ccccc2)nc2c1c(=O)n(C)c(=O)n2C
    -5	-3	-0.2	0.3	5	0	-5	8	-2
#7 COc1ccc(-c2nnc(NC(=O)c3cccs3)s2)c(OC)c1
    26	0	0.1	2.0	0	1	2	-11	2
#8 Cc1ccc2c(c1Br)/C(=N/N1C(=O)c3ccccc3C1=O)C(=O)N2
    -3	-1	0.0	3.4	4	-4	7	10	1
#9 COc1cc(-c2cc(C(=O)NN3CCN(C)CC3)c3ccccc3n2)cc(OC)c1OC
    0	4	0.1	-2.3	4	0	14	3	-6
#10 COc1cccc(C(=O)NC(=S)Nc2ccc3oc(=O)ccc3c2)c1
    7	-1	-0.1	-0.6	5	-4	-9	1	6
#11 CN1C(=O)/C(=C/c2cc(N=Nc3ccccc3)ccc2O)SC1=S
    2	1	0.0	1.7	6	-2	1	12	1
#12 O=C1CCN(Cc2ccc(Br)cc2)CCN1[C@H](CO)c1ccccc1
    -4	0	0.1	4.3	3	1	-1	4	-2
#13 Cc1ccc(OC(=O)c2cc(C)nn2C(C)(C)C)cc1
    0	-4	-0.1	-0.6	-1	1	-26	11	5
#14 COc1ccc(-c2nc(CS(=O)CC(=O)NCCC3=CCCCC3)c(C)o2)cc1 (stereo not given)
    17	-2	0.0	1.2	-3	2	2	4	7
#15 O=C(/C=C/c1cccs1)N1CCCC1
    -2	-2	0.0	0.4	-1	-3	20	16	7
#16 COc1ccccc1N1CCN(C(=O)c2cccc(NC3=NC4CS(=O)(=O)CC4S3)c2)CC1 (stereo not given)
    -7	-5	0.2	-1.3	-10	5	-9	19	2
#17 COc1ccc(N2C(=O)CC(NCc3cccs3)C2=O)cc1 (stereo not given)
    -3	-5	0.2	2.6	6	-6	-5	5	0
#18 CCCCc1nc(N2CCOCC2)c(C#N)c2c1COC(C)(C)C2
    -2	-1	0.0	3.1	-6	0	-3	10	14
#19 Cc1ccc(-c2n[nH]c(=S)n2/N=C/c2cccs2)cc1
    -1	-1	0.7	-1.1	0	0	-1	13	-2
#20 Clc1ccc(-c2nnc(COc3ncnc4sccc34)o2)cc1
    20	7	0.1	-2.4	3	0	2	2	11

Some of the entries above, set out differently:
11: CN1C(=O)/C(=C/c2cc(N=Nc3ccccc3)ccc2O)SC1=S
- HCV core dimer: 2
- TPT1 inhibitor: 1
- Efflux pump inh: 0.0
- PP5 inh: 1.7
- CTSL1 counter: 6
- PP1 counter: -2
- GASC-1 inh: 1
- PREPL inhibitor: 12
- LYPLA2 counter: 1
12: O=C1CCN(Cc2ccc(Br)cc2)CCN1[C@H](CO)c1ccccc1
- HCV core dimer: -4
- TPT1 inhibitor: 0
- Efflux pump inh: 0.1
- PP5 inh: 4.3
- CTSL1 counter: 3
- PP1 counter: 1
- GASC-1 inh: -1
- PREPL inhibitor: 4
- LYPLA2 counter: -2
13: Cc1ccc(OC(=O)c2cc(C)nn2C(C)(C)C)cc1
- HCV core dimer: 0
- TPT1 inhibitor: -4
- Efflux pump inh: -0.1
- PP5 inh: -0.6
- CTSL1 counter: -1
- PP1 counter: 1
- GASC-1 inh: -26
- PREPL inhibitor: 11
- LYPLA2 counter: 5
14: COc1ccc(-c2nc(CS(=O)CC(=O)NCCC3=CCCCC3)c(C)o2)cc1 (stereo not given)
- HCV core dimer: 17
- TPT1 inhibitor: -2
- Efflux pump inh: 0.0
- PP5 inh: 1.2
- CTSL1 counter: -3
- PP1 counter: 2
- GASC-1 inh: 2
- PREPL inhibitor: 4
- LYPLA2 counter: 7

The results go on:
Each structure is followed by: HCV core dimer	TPT1 inhibitor	Efflux pump inh	PP5 inh	CTSL1 counter	PP1 counter	GASC-1 inh	PREPL inhibitor	LYPLA2 counter
#21 CCOC(=O)COc1ccc2c(=O)cc(-c3ccccc3)oc2c1
    3	0	0.1	0.1	0	2	-2	-5	-2
#22 CCCCCCOc1ccc(C(CC(=O)NC)C(=O)O)cc1 (stereo not given)
    -2	2	0.0	-0.8	4	-1	-2	0	-2
#23 NC1=NC2(CCCC2)n2c(nc3ccccc32)N1
    -2	4	0.1	-1.2	-1	0	-5	0	1
#24 O=C(NCCN1C(=O)C2C3C=CC(C3)C2C1=O)Nc1cccnc1 (stereo not given)
    -6	0	0.1	-1.5	3	-3	-4	-5	-7
#25 COC(=O)[C@@]1(C)CC[C@]2(C)CC[C@@]3(C)C(=CC(=O)C4[C@@]5(C)CC[C@H](O)C(C)(C)[C@@H]5CC[C@]43C)[C@H]2C1 (stereo not given in full)
    4	0	0.1	0.9	-4	-3	-1	4	-3
#26 CC1CCCC(C)N1C(=O)CSc1nnc(-c2cccs2)o1 (stereo not given)
    -7	0	0.0	1.6	4	-5	6	-2	1
#27 COc1ccccc1N1C(=O)C(=O)N(C)C1=O
    2	0	0.1	-0.1	-3	-7	8	19	2
#28 Nc1nonc1-n1nnc(C(=O)N/N=C/c2ccc(OCc3ccccc3F)cc2)c1CNc1ccccc1
    18	-4	0.1	0.0	1	2	16	5	6
#29 COc1ccc(S(=O)(=O)N(C)c2ccc(C(=O)NCc3ccccn3)cc2)cc1
    -4	1	0.0	3.5	-4	0	0	5	-4
#30 COc1ccc(C2=NN(C(C#N)c3ccc(OC)c(OC)c3)C(c3ccccc3)C2)cc1 (stereo not given)
    6	11	0.3	2.9	0	3	-1	12	-11
#31 CCc1cc2c(N3CCN(C(=O)c4ccco4)CC3)ncnc2s1
    1	1	-0.1	-0.1	-1	-4	-3	6	1
#32 CC1CCCN(CC(O)COc2ccc(S(=O)(=O)N3CCCC3)cc2[N+](=O)[O-])C1 (stereo not given)
    x	x	-0.2	1.1	x	-2	0	9	7
#33 Cc1ccc(C(=O)OCc2nc3ccccc3s2)o1
    5	4	0.1	-0.6	-3	-2	5	0	6
#34 CCN(c1ccccc1)S(=O)(=O)c1cc(C(=O)Nc2ccccc2Cl)ccc1F
    1	4	0.1	4.5	4	1	-12	21	-8
#35 CC1CCCCN1C(=O)NC1CC(=O)N(c2ccc3c(c2)OCCO3)C1 (stereo not given)
    0	0	0.1	-0.4	-3	-2	5	-5	0
#36 CNCC(=O)N(CC(C)C)c1c(N)n(CC(C)C)c(=O)[nH]c1=O
    2	2	1.1	1.4	-3	2	-10	6	1
#37 CCS(=O)(=O)N1CCN(Cc2ccccc2OC)CC1
    -8	0	0.3	1.7	-2	1	8	8	0
#38 COc1cccc(/C(C)=N/Nc2ncc(Cl)cc2Cl)c1
    -2	3	0.4	3.6	2	5	-2	-2	-7
#39 CCOC(=O)c1c(NC(=O)CCS(=O)(=O)c2ccccc2)sc2c1CCN(C(C)C)C2
    -12	-2	0.2	-4.0	-13	-3	-3	18	0
#40 O=C(COC(=O)c1ccc2c(=O)n3c(nc2c1)CCC3)Nc1ccc(OC(F)F)cc1
    2	-1	0.2	0.8	-7	-5	30	-3	5

Next part:
item | Compound | HCV core dimer | TPT1 inhibitor | Efflux pump inh | PP5 inh | CTSL1 counter | PP1 counter | GASC-1 inh | PREPL inhibitor | LYPLA2 counter
41 | COc1cccc(/C=N/NC(=O)c2cc(-c3ccccn3)nc3ccccc23)c1O | x | x | 0.1 | -0.1 | x | 14 | -3 | 11 | -8
42 | COc1ccccc1C(c1c(N)n(C)c(=O)n(C)c1=O)C(C)[N+](=O)[O-] (stereo not given) | -1 | -1 | 0.1 | 1.5 | 9 | 2 | -38 | 4 | 1
43 | N#CCC(=O)NC1CCC(CC2CCC(NC(=O)CC#N)CC2)CC1 (stereo not given) | -4 | -1 | 0.3 | 1.3 | 1 | -12 | -9 | 13 | 3
44 | CC(=O)c1ccc(NC(=S)N2CCN(CCO)CC2)cc1 | 1 | -1 | -0.2 | -2.5 | 5 | -2 | 9 | -5 | 0
45 | O=C(O)CNC(=O)c1ccccc1Br | -2 | -1 | -0.1 | 1.5 | -2 | 0 | -5 | 5 | 5
46 | O=C(Cc1ccc(Cl)cc1)N1CCC2(CC1)NCCc1[nH]cnc12 | -5 | 1 | 0.2 | 4.2 | 1 | -4 | -3 | -1 | 8
47 | CCN(CC(=O)Nc1c(F)cccc1F)C(=O)c1cc(S(=O)(=O)N(C)C)ccc1N1CCCC1 | 2 | 0 | 0.0 | 1.1 | -5 | -3 | 2 | 6 | 1
48 | CNc1nc2ccccc2n1/N=C/c1cccc(OC)c1OC | -3 | 4 | 0.0 | 3.9 | 0 | -1 | -27 | 7 | -3
49 | CC(=O)Nc1ccc(S(=O)(=O)N2CCN(Cc3cccnc3)CC2)cc1 | 5 | -1 | 0.0 | 2.1 | 1 | 0 | 10 | 4 | 4
50 | COc1ccc(OC)c(S(=O)(=O)n2cccn2)c1 | -10 | -6 | 0.0 | 2.9 | 0 | 2 | 38 | 2 | 7
51 | S=c1[nH]nc(COc2ccc(Cl)cc2)n1C1CCCCC1 | 3 | -3 | 0.0 | -0.9 | 1 | 1 | -5 | -8 | 1
52 | O=c1sc(N2CCN(c3ccc(F)cc3)CC2)nc2ccsc12 | 18 | -2 | 0.1 | -6.2 | 8 | 8 | -1 | -2 | 3
53 | COc1cccc(-n2c(C)nn(C)c2=O)c1 | 2 | -3 | 0.0 | 2.6 | 1 | -4 | 3 | -8 | 9
54 | COc1ccccc1C1CN=NC12CCCc1ccccc1C2=O (stereo not given) | -1 | 3 | 0.0 | 1.0 | 2 | 0 | -2 | -10 | -1
55 | CCOc1ccc(OCCOC(=O)CN(C)S(=O)(=O)c2ccc(NC(C)=O)cc2)cc1 | 1 | -3 | -0.1 | -1.3 | -3 | 2 | 21 | -11 | -1
56 | Cc1cc(C)c2nc(SCC(=O)N(C)C3CCS(=O)(=O)C3)cc(C)c2c1 (stereo not given) | 3 | 1 | 0.0 | 0.3 | -1 | -5 | 12 | 9 | 2
57 | Cc1c(Cl)cccc1NC(=O)CNC(=O)c1ccco1 | -3 | -5 | -0.1 | -1.3 | 1 | 1 | -15 | -1 | 8
58 | N#C/C(=N\Nc1ccc(Cl)cc1)C(N)=S | -14 | 0 | 0.0 | 2.4 | 2 | -1 | -6 | 16 | 4
59 | COc1ccc(-c2ccc(NC(=O)c3ccco3)cc2)nn1 | 6 | 0 | 0.3 | 0.2 | 6 | 4 | 0 | -3 | -2
60 | CCCCn1c(O)c(N=NC(=O)c2ccco2)c2ccccc21 | 2 | -2 | -0.2 | 0.0 | 7 | -3 | -3 | 7 | 3
61 | CC(=O)Nc1ccc(NC(=O)CSc2nc3nc(-c4cccs4)cc(C(F)(F)F)c3c(=O)[nH]2)cc1 | 13 | 0 | -0.1 | 1.8 | -5 | 5 | -2 | -3 | 4
62 | CCN(C(=O)C(C)Cl)c1ccccc1 (stereo not given) | 0 | -4 | 0.1 | -1.7 | -11 | 0 | 10 | 7 | -11
